# Assay outcomes deposited in PubChem by The Scripps Research Institute Molecular Screening Center.
# SIAE inh – human SIAE inhibitors, primary screen, biochemical, fluorescence polarization, FP-Rh probe, 1536-well HTS. Sialate O-acetylesterase (Homo sapiens), Q9HAT2. SIAE FP-Rh probe binding. AID 1053197, 2014. inhibition, % at 9.66 µM. 0.69% of 370,000 active;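 active = inhibition above a cutoff: mean of compounds within the control limits plus 3 SD of those, cut at about 17% in these data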;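 also: 0% = plate median of compound wells and 100% = probe without SIAE protein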
# Target sequence (Q9HAT2 whole entry, looked up): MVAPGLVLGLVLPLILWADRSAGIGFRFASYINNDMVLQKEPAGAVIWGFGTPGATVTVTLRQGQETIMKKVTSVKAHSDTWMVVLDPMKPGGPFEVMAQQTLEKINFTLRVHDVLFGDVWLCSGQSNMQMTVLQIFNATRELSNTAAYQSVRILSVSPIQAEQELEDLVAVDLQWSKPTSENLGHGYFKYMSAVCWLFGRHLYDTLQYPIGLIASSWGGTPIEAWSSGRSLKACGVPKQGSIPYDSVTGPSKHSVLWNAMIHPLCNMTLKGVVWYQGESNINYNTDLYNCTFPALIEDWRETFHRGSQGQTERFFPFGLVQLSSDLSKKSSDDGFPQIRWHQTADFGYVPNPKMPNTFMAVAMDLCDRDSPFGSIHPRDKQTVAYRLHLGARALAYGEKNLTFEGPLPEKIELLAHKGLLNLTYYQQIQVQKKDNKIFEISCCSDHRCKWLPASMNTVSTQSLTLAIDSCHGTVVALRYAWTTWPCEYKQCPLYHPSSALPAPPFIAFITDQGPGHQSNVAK
# TDP2 inh – human TDP2 enzyme inhibitors, primary screen, biochemical, epi absorbance, recombinant enzyme; Tyrosyl-DNA phosphodiesterase 2 (Homo sapiens), O95551; T5PNP hydrolysis, p-nitrophenol absorbance 415 nm; inhibition, % at 12.8 µM; 0.34% of 370,000 active; AID 720702, 2013;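 active = inhibition above the mean of all tested compounds plus 3 SD, set per campaign, cut at about 25% in these data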;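 also: 0% = DMSO with enzyme and 100% = buffer with substrate but no TDP2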
#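 System: recombinant human TDP2 / Amount: 120 nM TDP2 per well / Also added: 5 mM T5PNP chromogenic substrate / Doses: 12.8 µM single point, 1% DMSO / Incubation: 2 h at 37 °C / Detection: p-Nitrophenol epi absorbance / Evaluation: % inhibition relative to enzyme-containing and enzyme-free wells / Repeats: singlicate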
# UHRF1 MBD2 ctr – UHRF1 methylated DNA binding inhibitors, primary screen, counter-screen for MBD2 inhibitor project, biochemical, TR-FRET, human UHRF1, single concentration; E3 ubiquitin-protein ligase UHRF1 (Homo sapiens), Q96T88; UHRF1 binding to methylated oligo; 0.75% of 370,000 active; inhibition, % at 4.4 µM; in the data active = inhibition above about 21%;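 also: UHRF1 SRA domain binding a hemimethylated CpG hairpin DNA probe; 0% = median of test compound wells and 100% = reference inhibitor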
# PG9 Ab binder – binders of HIV-1 gp120 antibody PG9, primary screen, biochemical, TR-FRET; HIV-1 gp120 / PG9 antibody interaction; TR-FRET gp120-PG9 antibody binding; inhibition, % at 6.7 µM; 0.43% of 360,000 active; AID 624416, 2012; in the data active = inhibition above about 8.5%
# PRMT1 inh – PRMT1 methyltransferase inhibitors, primary screen, biochemical, fluorescence polarization | recombinant PRMT1, activity-based probe fluorescence polarization | 1.3% of 370,000 active | AID 652257, 2013 | inhibition, % at 2.79 µM;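 active = inhibition above about 21% made by adding two undisclosed values, limit read from the data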
# Tn7 DDE FP – inhibitors of Tn7 peptide binding to fibrin DD(E), primary screen, biochemical, fluorescence polarization, human fibrin, Tn7 probe; FP displacement of FITC-Tn7 peptide from fibrin DD(E); 0% = median of compound wells per plate; inhibition, % at 8.3 µM; 0.13% of 370,000 active; AID 720508, 2013;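 active = inhibition above the mean of compounds falling within the control limits plus 3 SD of them, cut at about 14% in these data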;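 also: 0% = plate median of compound wells and 100% = 10 µM Aha-Tn7 peptide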
# Target sequence (P02675 whole entry, looked up): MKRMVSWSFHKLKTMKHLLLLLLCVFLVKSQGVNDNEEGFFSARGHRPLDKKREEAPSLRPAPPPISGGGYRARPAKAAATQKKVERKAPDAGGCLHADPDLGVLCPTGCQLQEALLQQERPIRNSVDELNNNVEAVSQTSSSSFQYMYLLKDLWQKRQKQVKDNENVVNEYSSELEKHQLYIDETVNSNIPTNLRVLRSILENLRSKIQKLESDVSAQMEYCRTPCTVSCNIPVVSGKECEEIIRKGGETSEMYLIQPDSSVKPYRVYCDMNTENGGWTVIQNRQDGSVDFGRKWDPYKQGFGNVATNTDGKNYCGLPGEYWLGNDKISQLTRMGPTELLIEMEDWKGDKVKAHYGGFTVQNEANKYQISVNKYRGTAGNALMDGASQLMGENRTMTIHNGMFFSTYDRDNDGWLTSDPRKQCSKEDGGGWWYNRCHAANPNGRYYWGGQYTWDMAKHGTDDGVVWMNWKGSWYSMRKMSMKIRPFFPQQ
#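 Assay system: human fibrin DD(E) protein / Input: 2 µM fibrin DD(E) / Benchmarks: high control of 10 µM Aha-Tn7 peptide / Measured by: fluorescence polarization of the labelled Tn7 tracer / Medium: Tris buffer with calcium and detergent, pH 7.8 / Timing: 10 min compound pre-incubation, 3 h probe incubation at room temperature / Repeats: one replicate per compound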
# LEDGF integ inh – blockers of LEDGF/p75-dependent integrase strand transfer – biochemical, TR-FRET, high throughput, primary screen. HIV-1 integrase (with human LEDGF/p75). TR-FRET IN-LEDGF/p75 DNA integration, Eu/Cy5. inhibition, % at 3.7 µM. 0.64% of 370,000 active. AID 743269, 2014;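 active = inhibition above the screen-wide mean plus 3 SD, cut at about 13% in these data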;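 also: signal is the Cy5 over europium emission ratio at 671 and 618 nm; 0% = plate median of compound wells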
# HTRA1 inh – HTRA1 serine protease inhibitors, primary screen, biochemical, fluorescence polarization, HTS. 0.5% of 340,000 active. AID 504803, 2011. recombinant HTRA1, FP-rhodamine activity-based probe. Q92743. inhibition, % at 5.96 µM; in the data active = inhibition above about 36%;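 also: 0% = enzyme with DMSO and 100% = wells lacking enzyme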
# TCR CD3 inh – inhibitors of human TCR-CD3 interaction, primary screen, biochemical, fluorescence, TAMRA-labeled TCR probe; T-cell receptor (TCR); inhibition, % at 9.4 µM; 0.37% of 360,000 active; in the data active = inhibition above about 19%;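 also: recombinant mutant TCR 2C K166C tagged with TAMRA read by polarization; 0% = receptor in buffer alone and 100% = receptor with positive control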
# mABHD4 FP – ABHD4 inhibitors, primary screen, biochemical, fluorescence polarization, mouse; (Lyso)-N-acylphosphatidylethanolamine lipase (Mus musculus), Q8VD66; purified mABHD4, FP-Rh probe fluorescence polarization; inhibition, % at 8.92 µM; 0.54% of 370,000 active; AID 720543, 2013;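 active = inhibition exceeding the mean over every tested compound plus 3 SD, cut at about 30% in these data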;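 also: 0% = plate median of compound wells and 100% = S159A mutant with DMSO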
#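 Test system: mABHD4 protein | Buffer or medium: HEPES pH 7.0 buffer, 150 mM NaCl, 0.01% Pluronic F-127 | Probe or stimulus: FP-Rh fluorescent activity-based probe, added after compound pre-incubation | Timing: Pre-incubation 45 min, probe exposure 60 min, at 25 °C | Technique: Fluorescence polarization, excitation 525 nm, emission 598 nm, BODIPY TMR filters | Repeats: Single well per compound (singlicate)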
# * = called active by the depositor; . = not tested or not shown.
cpd	Molecule	TDP2 inh	mABHD4 FP	LEDGF integ inh	PG9 Ab binder	Tn7 DDE FP	SIAE inh	PRMT1 inh	UHRF1 MBD2 ctr	TCR CD3 inh	HTRA1 inh
1	CC(=O)N1CC(C)Sc2ccc(S(=O)(=O)NCCc3ccccc3)cc21 (centres undefined)	-6	13	1	2.9	1	6	2	2	5	-5
2	O=C(CN1C(=O)S/C(=C\c2cccc(Cl)c2)C1=O)NC1C=CS(=O)(=O)C1 (centres undefined)	7	5	0	0.2	1	11	4	0	-2	-2
3	CCOCCC(=O)Nc1ccc2c(c1)c(=O)n(C)n2-c1ccc2ccccc2c1	5	-2	-2	-1.1	-4	5	3	1	-5	.
4	CC(=O)Nc1cccc(OCc2c(F)cccc2Cl)c1	-18	-17	3	0.4	1	-1	-2	0	-2	-7
5	CC(C)C(NC(=O)c1ccccc1)C(=O)OCC(=O)N1CCCC1 (centres undefined)	8	2	-5	0.4	5	-3	3	0	-2	5
6	CN(C)c1ccc(/C=C2/C=C(c3ccc4c(c3)CCCC4)OC2=O)cc1	3	-5	6	1.5	-9	5	-3	1	5	1
7	Cc1cc(N2CCN(C(=O)OC(C)(C)C)C[C@H]2C)ccc1N1CCN(Cc2ccccc2)[C@H](C)C1	3	-6	0	-1.9	-4	6	0	1	-2	.
8	CCCNC(=O)C(Sc1ccccc1)c1ccccc1 (centres undefined)	2	1	-1	0.3	1	-2	-1	2	-3	-4
9	O=C(Cc1ccc(Cl)cc1)SCc1ccccc1	-5	-3	0	1.5	4	-6	3	1	-9	-1
10	O=C(Nc1cccnc1)C1CCCN(S(=O)(=O)c2cccc3nsnc23)C1 (centres undefined)	19	-5	0	1.0	2	8	-1	-6	-1	-6
11	O=C(NCC1CCCO1)c1cc(-c2ccc(F)cc2)no1 (centres undefined)	12	1	1	-2.0	-8	15	0	5	6	6
12	Cc1cc2cc3c(cc2nc1SCC(=O)N1CCN(C(=O)c2ccco2)CC1)OCO3	-12	-1	4	-0.8	5	6	12	0	7	-4
13	CN(/N=C/c1ccncc1)c1cnc2ccccc2n1	-14	3	-7	-0.3	4	-5	3	-8	1	0
14	COc1ccc(CN(C)C(C)C(=O)N(C)CC(=O)Nc2ccc(C)cc2)cc1F (centres undefined)	-2	-5	0	0.5	6	13	2	16	-1	-2
15	COc1ccc2cc3c(N)c(C(=O)NCc4ccco4)sc3nc2c1	-3	4	2	-11	3	3	6	-15	12	-15
16	COC(=O)c1ccc(CN2C(=O)c3ccccc3C2=O)cc1	9	9	-2	1.7	2	-4	-4	0	2	-1
17	O=C(CN1CCC2(CC1)OCCO2)c1c[nH]c2ccccc12	8	-2	1	-0.4	2	5	-1	-2	7	.
18	CCN(C(=O)Cn1nc(C)n2c(cc3cc(C)ccc32)c1=O)c1ccccc1	-1	-5	-2	-1.0	1	0	2	1	-2	-3
19	O=C(CCN1CCN(c2ccccc2)CC1)NNC(=S)Nc1ccccc1Cl	-16	-3	6	-2.2	-5	6	-4	2	-1	1
20	Cc1cc(C)nc(Nc2nc(C(N)Cc3ccccc3)cs2)n1 (centres undefined)	-2	2	5	-4.0	1	5	-3	-1	-1	.
21	COc1ccccc1NC(=O)C(C)OC(=O)/C=C/c1ccc2ccccc2n1 (centres undefined)	1	-12	3	1.8	8	2	-2	-6	7	5
22	Cc1cc(C)n2nc(C(=O)Nc3ccc4c(c3)CCC4)nc2n1	1	0	2	0.5	-1	-9	-1	-3	9	1
23	Cc1ccc(NC(=O)CSc2ncccn2)cc1S(=O)(=O)N1CCOCC1	-11	2	1	-2.0	-10	-5	0	2	-6	7
24	CC[N+]1(CC)CC2=Cc3c(ccc4ccccc34)C(C)C2C1 (centres undefined)	2	3	-3	-3.7	6	10	-2	-3	5	-1
25	CCCCC(c1nnnn1CS(=O)(=O)c1ccc(C)cc1)N1CCN(C)CC1 (centres undefined)	5	-1	-3	-3.8	9	1	2	0	5	4
26	CC1CCN(S(=O)(=O)c2cccc(C(=O)NC3CCS(=O)(=O)C3)c2)CC1 (centres undefined)	-4	5	4	-0.1	-2	-1	0	-1	3	4
27	O=C(NNS(=O)(=O)c1ccccc1[N+](=O)[O-])c1ccncc1	-4	-6	-1	-1.0	7	12	-1	-1	3	-4
28	O=C(c1ccc(F)cc1)N1CCC(C(=O)N2CCN(S(=O)(=O)c3cccc(F)c3)CC2)CC1	17	5	4	-0.6	-5	16	0	0	1	-2
29	Cc1ccc(C(=O)CNc2ccc(Cl)cc2)cc1	-10	1	2	-0.7	-6	-3	3	-2	2	-8
30	COc1ccc(C2CC(c3ccccc3O)=NN2c2ccccc2)cc1 (centres undefined)	-4	0	-4	0.9	2	-1	3	1	-7	-2

# Record cards, as listed above. Order of screens: TDP2 inh, mABHD4 FP, LEDGF integ inh, PG9 Ab binder, Tn7 DDE FP, SIAE inh, PRMT1 inh, UHRF1 MBD2 ctr, TCR CD3 inh, HTRA1 inh
# Listed for `Cc1ccc(C(=O)CNc2ccc(Cl)cc2)cc1` → -10, 1, 2, -0.7, -6, -3, 3, -2, 2, -8
# Listed for `Cc1cc(C)n2nc(C(=O)Nc3ccc4c(c3)CCC4)nc2n1` → 1, 0, 2, 0.5, -1, -9, -1, -3, 9, 1
# Listed for `Cc1cc2cc3c(cc2nc1SCC(=O)N1CCN(C(=O)c2ccco2)CC1)OCO3` → -12, -1, 4, -0.8, 5, 6, 12, 0, 7, -4

# Following part:
cpd	Molecule	TDP2 inh	mABHD4 FP	LEDGF integ inh	PG9 Ab binder	Tn7 DDE FP	SIAE inh	PRMT1 inh	UHRF1 MBD2 ctr	TCR CD3 inh	HTRA1 inh
31	COc1cccc(N2C(=O)c3ccncc3C2=O)c1	1	15	-1	-0.6	-4	1	4	-2	2	-1
32	O=C(NCCn1cccn1)c1ccc(OC2CCN(CCc3ccccc3)CC2)cc1	7	2	-4	-1.5	1	-2	-1	-2	-3	2
33	Cc1ccc(Nc2cc(C)c3ccc(O)cc3n2)cc1C	-8	19	1	0.8	-2	-2	2	5	-4	2
34	OC[C@@H]1CN(Cc2ccccc2)C[C@H](n2cnc3c(NCc4ccncc4)ncnc32)O1	9	-3	-2	-0.3	-3	-1	1	0	4	.
35	CN(C)c1cccc(N(C)C)c1CNC(=O)NC(=O)c1c(F)cccc1F	-2	4	-1	-1.8	2	-3	0	28*	-2	0
36	O=c1c2ccc(Cl)cc2[nH]c(=S)n1CCC1=CCCCC1	-13	-4	-1	-0.1	0	-3	-1	0	1	-5
37	Cc1nnc(SCC(=O)NC2CCCCC2)n1N	-2	-6	2	0.3	-4	3	1	-1	-3	2
38	NC(=O)c1ncn([C@@H]2O[C@H](CNCc3cnc(N4CCOCC4)s3)[C@@H](O)[C@H]2O)n1	-6	2	2	1.1	3	-2	-1	1	2	0
39	COc1cccc(OC(=O)c2ccccc2)c1OC(=O)c1ccccc1	-19	-11	-4	-3.1	-3	-7	1	4	-6	12
40	CNC(=O)CSc1nnc(COc2ccc([N+](=O)[O-])cc2)n1C	-4	-1	-2	-3.1	3	4	-1	-2	6	-2
41	CCOc1ncccc1C(=O)N(CC)CC(=O)NCc1ccc(F)cc1	-18	0	-4	-1.3	2	1	-1	-1	1	1
42	O=C(COC(=O)c1ccco1)c1ccc(S(=O)(=O)N2CCCCC2)cc1	-10	-3	-2	-0.5	-8	-2	-1	0	0	-2
43	O=C(COC(=O)C12CC3CC(CC(C3)C1)C2)Nc1ccccc1F	12	-4	1	-0.2	13	-9	1	2	-4	-10
44	CC(C)(C)OC(=O)C[C@H]1C/C=C\C[C@@H](CC(=O)NCCO)C(=O)N[C@H](C(C)(C)C)COC1=O	-1	-2	3	-1.3	1	-3	-7	20	7	-5
45	CC(C)(C)OC(=O)N1CCN(CCNC(=O)c2ccccc2)CC1	6	4	-4	-1.8	3	-5	0	4	-3	3
46	CC(=O)OCC1OC(n2cc(F)c(=O)[nH]c2=O)C(OC(C)=O)C1OC(C)=O (centres undefined)	-14	-11	4	1.9	-3	-6	5	2	-5	-1
47	Clc1ccc(-c2ccc(C=Nc3ccc(N4CCOCC4)cc3)o2)cc1	19	16	18*	-7.3	-1	4	4	-1	-2	-1
48	COc1ccc(CNCc2ccc3ccccc3c2)c(OC)c1	18	12	-5	0.3	-1	-7	7	0	-4	-2
49	O=C(N/N=C/c1cccc(NC(=O)c2ccc(Cl)cc2)c1)c1ccc(O)cc1	-3	-41	3	-0.7	3	-27	-5	1	-1	-54
50	Cc1ccccc1OCCSc1nnc(-c2ccncc2)n1C	-12	-3	6	-2.2	-3	6	4	-4	0	-1
51	O=C(Nc1cccc(-c2nc3ccccc3[nH]2)c1)c1ccc(C(=O)Nc2cccc(-c3nc4ccccc4[nH]3)c2)cc1	-13	-46	7	5.4	3	-123	-6	0	27*	-83
52	CCOc1ncccc1C(=O)Nc1ccccc1F	-10	-15	9	-1.9	2	-2	-8	2	0	-5
53	CS(=O)(=O)N1CCN(Cc2cc(=O)n3ccsc3n2)CC1	-1	7	-3	-3.8	-1	-3	1	1	2	-1
54	CC(=O)c1ccc(NS(=O)(=O)c2ccc(C)cc2)cc1	2	1	-2	2.8	-5	4	-1	-3	7	-1
55	CSc1ccccc1C(=O)N1CCN(c2cccc(Cl)c2)CC1	-7	-1	5	1.2	-6	9	-2	3	-2	-7
56	O=C(O)CSc1nnc(NC(=O)CN2CCOCC2)s1	7	5	4	-1.4	-2	2	-7	-2	2	-1
57	Cc1nnc(NC(=O)c2ccc3ccccc3c2)o1	-1	-3	0	0.1	4	1	-2	-2	8	-1
58	CC(C)(C)OC(=O)NC1CONC1=O (centres undefined)	2	11	-5	-1.2	1	-1	1	6	1	4
59	O=C1Nc2cc(C(=O)N3CCN(Cc4ccccc4)CC3)ccc2SC1N1CCOCC1 (centres undefined)	10	0	-1	0.2	-7	6	-2	0	4	4
